Source: PubChem
All columns: NCI-60 one-dose screen, growth in % after 48 h at 10 µM unless noted; 100 = growth as untreated, 0 = no growth, -100 = all killed.
COLO 205 = COLO 205 colon cancer. 7.3% of 79,000 active. AID 1794742
HCT-116 = HCT-116 colon cancer. 7.3% of 82,000 active. AID 1794798
SW-620 = SW-620 colon cancer | 5.2% of 82,000 active
A498 = A498 renal cancer cells | AID 1794774 | 5.4% of 76,000 active
HCC-2998 = HCC-2998 colon cancer; 4.7% of 79,000 active
KM12 = KM12 colon cancer cells; 5% of 82,000 active; AID 1794800
HCT-15 = HCT-15 colon cancer; 5.2% of 82,000 active
SNB-75 = SNB-75 CNS cancer. AID 1794750. 5% of 79,000 active
HT29 = HT29 colon cancer; 7.4% of 81,000 active; AID 1794748
An asterisk follows results filed as active; / = no result given; & = joins results of further samples. The calls were made as follows: active = growth percent below 10; inactive = the rest.

SMILES	COLO 205	HCT-116	SW-620	A498	HCC-2998	KM12	HCT-15	SNB-75	HT29
CCCCOP(=O)(N1CCOCC1)N1CCOCC1	112.7	99.5	104.1	87.8	/	110.1	107.2	88.9	100.5
C[C@]12CC[C@H]3[C@@H](C[C@@H]4SC(Nc5ccccn5)=N[C@@]45CC(=O)CC[C@]35C)[C@@H]1CCC2=O	74.0	29.7	61.7	75.7	71.3	53.0	24.1	60.2	10.3
CC1CN1P1(=O)OCC(C)([N+](=O)[O-])CO1 (configuration not stated)	116.4	107.4	102.9	115.5	118.2	104.9	108.7	98.5	/
CCC1(CC(C)c2ccccc2)C(=O)NC(=O)NC1=O (configuration not stated)	117.6	106.1	106.1	/	101.6	112.5	111.1	98.1	100.9
C=CCN(CC=C)C(=O)CCN1CC1C (configuration not stated)	113.1	107.1	115.9	/	101.5	113.1	104.4	92.4	106.0
CC1(C(=O)O)CC12c1ccccc1-c1ccccc12 (configuration not stated)	116.0	102.6	107.7	/	103.5	100.8	105.2	100.2	96.3
C#CC1(O)CCC2C3CC=C4CC(O)CCC4(C)C3CCC21C (configuration not stated)	99.6	85.2	101.9	101.5	98.8	93.6	99.1	96.9	101.7
CN[C@@]1(c2ccccc2Cl)CCCC[C@@H]1NC1CCCC1	114.7	108.5	95.5	95.7	96.9	106.1	103.2	89.5	94.0
Nc1nc(N)nc(NC2CC2)n1	/	104.2	94.6	84.8	110.0	100.4	101.5	92.8	/
O=C(NCCCN1CC1)C(=O)NCCCN1CC1	84.7	93.1	94.5	/	94.7	/	93.3	76.6	84.6
C[C@]12CC[C@H]3[C@@H](CC=C4c5nc(-c6cccc(F)c6)sc5CC[C@@]43C)[C@@H]1CC[C@@H]2O	114.1	100.9	106.5	113.1	98.5	109.3	68.4	88.8	91.0
Cc1cc(C)c(C)c(C(O)(C(=O)O)c2ccccc2)c1 (configuration not stated)	110.8	99.4	111.8	88.3	105.9	112.7	107.6	95.8	105.0
CCN(CC)C(=O)[C@H]1CN(C)[C@@H]2Cc3c[nH]c4cccc(c34)[C@]23C[C@H]13	115.0	92.9	101.5	94.2	98.8	111.1	96.6	93.8	109.7
CC(=O)Cc1ccc(C)cc1	99.5	99.3	92.9	105.5	105.0	96.5	97.7	87.8	97.6
Cc1ccc(C(O)(C(=O)O)c2ccc(C)cc2)cc1	106.8	96.7	108.9	83.5	115.2	101.4	101.7	95.0	96.5
Oc1ccccc1-c1ccccc1O	122.7	110.6	107.8	85.8	114.5	107.5	118.9	106.1	122.3
CN(C)[C@@H]1C(=O)C(C(N)=O)=C(O)[C@@]2(O)C(=O)C3=C(O)c4c(O)ccc(Cl)c4[C@@](C)(O)[C@H]3C[C@@H]12	97.8&92.8	102.0&81.4	97.7&100.6	110.4&92.2	124.8&92.2	101.8&94.7	105.4&89.6	84.1&87.2	108.6&85.2
CNC(=O)O/N=C(C)/C(C)=N/OC(=O)NC	118.5	101.6	101.4	84.9	89.6	113.0	97.6	85.6	119.5
COc1cc(C)c(C[N+](C)(C)C)c(OC)c1	119.5	106.2	108.2	86.6	107.0	105.9	111.3	101.1	93.8
COc1ccccc1CC(C)NC(C)Cc1ccccc1OC (configuration not stated)	86.3	58.1	77.8	75.6	94.9	94.7	80.4	88.3	51.2

Reprinted from the results shown (12 entries):
SMILES	COLO 205	HCT-116	SW-620	A498	HCC-2998	KM12	HCT-15	SNB-75	HT29
C#CC1(O)CCC2C3CC=C4CC(O)CCC4(C)C3CCC21C (configuration not stated)	99.6	85.2	101.9	101.5	98.8	93.6	99.1	96.9	101.7
CN[C@@]1(c2ccccc2Cl)CCCC[C@@H]1NC1CCCC1	114.7	108.5	95.5	95.7	96.9	106.1	103.2	89.5	94.0
Nc1nc(N)nc(NC2CC2)n1	/	104.2	94.6	84.8	110.0	100.4	101.5	92.8	/
O=C(NCCCN1CC1)C(=O)NCCCN1CC1	84.7	93.1	94.5	/	94.7	/	93.3	76.6	84.6
C[C@]12CC[C@H]3[C@@H](CC=C4c5nc(-c6cccc(F)c6)sc5CC[C@@]43C)[C@@H]1CC[C@@H]2O	114.1	100.9	106.5	113.1	98.5	109.3	68.4	88.8	91.0
Cc1cc(C)c(C)c(C(O)(C(=O)O)c2ccccc2)c1 (configuration not stated)	110.8	99.4	111.8	88.3	105.9	112.7	107.6	95.8	105.0
CCN(CC)C(=O)[C@H]1CN(C)[C@@H]2Cc3c[nH]c4cccc(c34)[C@]23C[C@H]13	115.0	92.9	101.5	94.2	98.8	111.1	96.6	93.8	109.7
CC(=O)Cc1ccc(C)cc1	99.5	99.3	92.9	105.5	105.0	96.5	97.7	87.8	97.6
Cc1ccc(C(O)(C(=O)O)c2ccc(C)cc2)cc1	106.8	96.7	108.9	83.5	115.2	101.4	101.7	95.0	96.5
Oc1ccccc1-c1ccccc1O	122.7	110.6	107.8	85.8	114.5	107.5	118.9	106.1	122.3
CN(C)[C@@H]1C(=O)C(C(N)=O)=C(O)[C@@]2(O)C(=O)C3=C(O)c4c(O)ccc(Cl)c4[C@@](C)(O)[C@H]3C[C@@H]12	97.8&92.8	102.0&81.4	97.7&100.6	110.4&92.2	124.8&92.2	101.8&94.7	105.4&89.6	84.1&87.2	108.6&85.2
CNC(=O)O/N=C(C)/C(C)=N/OC(=O)NC	118.5	101.6	101.4	84.9	89.6	113.0	97.6	85.6	119.5

Other entries.
SMILES	COLO 205	HCT-116	SW-620	A498	HCC-2998	KM12	HCT-15	SNB-75	HT29
COc1ccc(C(O)P(=O)(OC)OC)cc1 (configuration not stated)	116.3	102.2	104.8	103.3	113.1	112.1	108.2	88.4	91.3
CC12CCC3C(CC=C4CC(O)CCC43C)C1C/C(=C\N1CCOCC1)C2=O (configuration not stated)	116.4	100.7	105.2	/	113.7	107.9	99.9	83.5	105.4
CC1CCC(OC(C[N+](=O)[O-])C(Cl)(Cl)Cl)CC1 (configuration not stated)	126.4	106.9	100.4	100.7	104.1	100.3	/	94.0	100.9
CC12CCC3C(CCC4Cc5[nH]c6ccccc6c5CC43C)C1CCC2O (configuration not stated)	45.0	23.3	11.5	31.8	/	23.3	33.2	31.7	10.7
OOSSOCc1cccc2ccccc12	102.2	101.3	104.9	105.6	113.9	98.3	108.0	99.9	98.3
FCCN(CCF)c1cccc(Cl)c1	125.7	96.7	101.3	105.5	113.9	100.5	103.6	94.8	100.2
CCCCCCNP(=O)(Oc1ccccc1)Oc1ccccc1	106.2	90.7	104.6	93.9	88.8	98.0	104.6	104.9	100.8
COC(=O)C1=C(O)c2ccoc2C2(C(C)C)CCCC1C2 (configuration not stated)	107.1	103.9	99.5	100.6	94.9	105.7	98.0	/	100.2
C=C(C)CC1(CC)C(=O)NC(=S)NC1=O	108.5&108.2	98.3&108.4	109.5&111.5	101.0&96.4	108.4&99.5	110.9&120.5	95.6&102.3	80.3&96.0	105.2&112.5
O=C(O)CSc1ccc(N=Cc2ccc(N(CCCl)CCCl)cc2)cc1	104.3	78.5	76.8	49.4	87.6	85.5	79.0	69.4	77.1
CCCCOC(=O)CC(C(=O)OCCCC)N1CC1 (configuration not stated)	123.0	103.6	103.9	83.7	106.8	109.9	98.0	93.6	95.5
NNc1n[nH]c(N)n1	118.0	109.2	107.0	83.6	106.1	107.3	104.2	82.5	105.6
O=[N+]([O-])c1ncc[nH]1	107.8	107.7	117.4	113.9	105.2	112.2	105.3	71.5	111.9
C[C@]12CCc3nc(-c4cccc(Oc5ccc(C(F)(F)F)cn5)c4)sc3C1=CC[C@@H]1[C@@H]2CC[C@]2(C)C(=O)CC[C@@H]12	103.2	106.6	99.9	98.4	100.2	105.4	100.4	84.2	96.9
O=C(c1ccccc1)C(F)(F)F	120.4	99.5	107.2	104.6	116.3	109.3	104.9	107.1	97.8
C=CCCCCCCCCC(=O)O	110.5&117.1&104.5	121.8&106.9&104.3	107.7&111.6&110.2	59.5&107.9	96.2&109.9	95.7&101.9&102.0	110.6&100.5&103.9	102.6&110.2&98.6	100.1&91.6&105.2
C#CCOc1cc2c(cc1CC=C)OCO2	105.5	82.1	98.2	94.4	96.9	96.8	94.7	90.8	82.3
O=S(=O)(O)OOS(=O)(=O)O	109.0	105.3	99.3	100.5	114.2	102.9	99.8	83.0	101.9
CC12CCC3C(CCC4CC(=C5C=CC=C5)CCC43C)C1CCC2O (configuration not stated)	108.5	98.6	102.3	108.3	102.8	108.9	89.5	94.9	83.3
Cc1cc(C)c(Nc2nc3c(s2)CC[C@@]2(C)C3=CC[C@@H]3[C@@H]2CC[C@]2(C)C(=O)CC[C@@H]32)c(C)c1	118.2	105.3	100.8	106.6	101.1	108.4	104.5	99.4	/
CCOc1cc2c(cc1OCC)C(C)NCC2 (configuration not stated)	129.1	94.9	60.1	75.3	102.5	102.0	111.3	93.6	111.3
CC[C@@]1(O)C[C@H](OC2CC(N(C)C)C(OC3CC(O)C(OC4CCC(=O)C(C)O4)C(C)O3)C(C)O2)c2c(cc3c(c2O)C(=O)c2c(O)ccc(O)c2C3=O)[C@H]1C(=O)OC (some centres not stated)	11.1	-58.7*	-1.2*	-78.6*	-77.5*	-14.9*	-70.6*	-37.1*	-47.4*
CC[C@H](CC[C@@H](C)[C@H]1CC[C@H]2[C@@H]3CC[C@H]4C[C@]5(CC[C@]4(C)[C@H]3CC[C@]12C)OO[C@](C)(C(F)(F)F)O5)C(C)C	96.4	98.3	92.4	97.3	103.9	91.4	97.0	66.7	102.0
Cc1ccc(-n2c(=O)[nH]c3ccccc3c2=O)cc1[N+](=O)[O-]	116.5	111.1	98.3	98.5	99.4	98.1	94.2	82.7	95.3
CN[C@@]1(c2ccccc2Cl)CCCC[C@@H]1NCC1CCCO1 (some centres not stated)	109.4	104.6	102.1	94.4	100.8	108.4	104.3	88.2	101.3
ClC1OC(Cl)C(Cl)OC1Cl (configuration not stated)	107.5	107.4	107.0	102.4	106.1	106.8	96.9	78.2	110.1
CNC(C)[C@H](O)c1ccccc1 (some centres not stated)	109.5	105.4	113.1	134.7	101.7	114.8	108.9	96.6	106.8
O=C=Nc1ccc(Br)cc1	111.2	94.3	102.6	94.2	100.5	104.7	96.5	99.1	118.1
CC(C)(O)C1C2OC(=O)C1C1(O)CC3OC34C(=O)OC2C14C (configuration not stated)	96.3	106.9	100.6	95.8	108.6	107.4	102.9	95.6	104.5
Cc1cccc(C)c1N	105.7	89.8	99.3	106.6	112.4	105.7	108.7	79.6	109.6
CNC(=O)Oc1ccccc1OC(=O)NC	96.7	103.4	104.1	107.2	111.3	100.8	99.3	/	102.9
CN(C)CCCOc1ccc2c(c1)c(C(=O)C(=O)NCCO)cn2Cc1ccccc1	106.7	98.7	105.2	59.8	114.7	103.9	105.4	97.4	106.8
COC1[C@@H]2C[C@H]3C(C)(C)O[C@@](C/C=C(/C)C(=O)O)(C2=O)[C@]32Oc3c(CC=C(C)C)c4c(c(O)c3C(=O)[C@H]12)C=CC(C)(C)O4 (some centres not stated)	-72.1*	-61.4*	-14.7*	-67.8*	-81.9*	-84.3*	-43.1*	-24.3*	-33.3*
O=C(O)c1cc2ccccc2n1Cc1ccccc1	114.4	100.7	101.9	96.8	100.7	100.6	96.9	96.5	101.6
CC1C(c2ccccc2)OC(=O)N1C (configuration not stated)	102.2	104.4	121.5	97.9	99.9	104.0	102.4	97.4	110.5
C=CC[PH+](c1ccccc1)c1ccccc1.C=CC[PH+](c1ccccc1)c1ccccc1.[Pt+2].[S-]c1ncccn1.[S-]c1ncccn1	-11.5*	-43.8*	-4.9*	103.1	97.5	76.7	-29.3*	58.3	0.1*
CCOC(=O)C(C#N)c1ccccc1 (configuration not stated)	105.8	103.1	104.2	92.0	98.2	102.0	100.9	102.9	108.8
O=C1C=C(Cl)C(=O)C(Cl)=C1	98.9	97.9	109.5	102.6	112.3	104.8	103.5	111.5	122.5
COc1cc(CC#N)cc(OC)c1OC	112.0	97.5	94.8	101.7	113.7	101.5	105.3	94.0	109.4
CN(C)c1nn[nH]n1	110.9	102.9	100.7	95.3	114.5	111.0	100.6	93.9	102.3
COC(=O)[C@@H](C)C[C@H](Cc1ccc2ccccc2c1)NC(=O)c1csc([C@@H](C[C@H](C(C)C)N(C)C(=O)[C@@H](NC(=O)[C@H]2CCCCN2C)C(C)C)OC(C)=O)n1	-37.9*	51.4	51.2	21.7	52.8	36.2	70.3	42.8	1.7*
CN1C(=O)C(=Cc2cn(-c3nc(N4CCOCC4)nc(N4CCOCC4)n3)c3ccccc23)C(=O)N(C)C1=O	/	93.2	106.9	111.1	102.5	101.9	106.0	89.9	94.6
Cc1ccc2[nH]c(=S)n(-c3ccc(F)cc3)c(=O)c2c1	133.6	96.3	102.3	98.3	111.4	103.2	98.9	100.4	107.0
O=c1cc(CCl)[nH]nc1CCl	112.5	108.9	110.9	101.8	119.0	107.2	97.3	98.3	111.0
CC/C=C(\C)C1(CCC)C(=O)NC(=O)NC1=O	113.9	99.9	103.1	128.5	92.5	111.5	105.7	89.1	110.1
CN(C/C=C/CN(C)P(=S)(N1CC1)N1CC1)P(=S)(N1CC1)N1CC1	123.2	101.0	94.4	101.2	/	101.8	102.5	79.8	87.2
CCN(CC)CCOC(=O)C(OC)(c1ccccc1)c1ccccc1	105.9	104.3	102.1	54.0	112.1	102.1	103.9	89.3	94.4
Cn1ncc(Nc2ccc(CCN)cc2)c(Cl)c1=O	124.8	92.2	73.3	127.1	111.0	109.7	17.0	92.6	109.3
ClC1OC(Cl)(Cl)C(Cl)(Cl)OC1(Cl)Cl (configuration not stated)	110.3	89.4	114.8	131.4	111.7	104.0	106.1	88.3	102.8
CC(C)CCC1C(=O)NC(=O)NC1=O	100.1	98.1	91.8	86.6	106.7	98.5	101.0	103.9	98.4
c1ccc(C2NCCc3[nH]cnc32)cc1 (configuration not stated)	191.2	100.1	108.0	93.7	107.1	111.4	120.9	109.1	108.6
Cc1cccc(N2CCC3(CC2)C(=O)NC(=O)NC3=O)c1	111.4	107.3	104.1	98.9	102.8	108.1	100.1	77.4	108.2

These rows are one share of the data (hit frequency here may not be typical).
